Screening data deposited in PubChem BioAssay by National Center for Advancing Translational Sciences (NCATS).
TDP1 cell noCPT – qHTS for Inhibitors of human tyrosyl-DNA phosphodiesterase 1 (TDP1): qHTS in cells in absence of CPT; DT40 Tdp1-/- hTDP1 cells, no CPT, ATP luminescence, 48 h; Potency, µM (doses to about 46.2 µM), for the others: at the highest dose activity change, negative = growth inhibition, hits mostly inhibitors; 15% of 420,000 active; also: nearly all actives have a fitted effect of over 55% in size
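Readout: luminescence from CellTiter-Glo after 30 min in the dark at RT. Cells: DT40 Tdp1-/- with stable hTDP1, 400/well. Exposure: compounds alone, ≥48 hr, 37 °C.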
N370S GC – inhibits or activates N370S mutant glucocerebrosidase; P04062; N370S GC spleen homogenate, 4MU-glucoside fluorescence; Potency, µM (series often up to 59.4 µM), for the others: top-dose activity change, negative = inhibition, hits mostly inhibitors; 0.092% of 330,000 active; AID 2101;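 also: 0% = full enzyme activity and -100% = no enzyme basal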
TDP1 inh – inhibitors of human tyrosyl-DNA phosphodiesterase TDP1 | Potency, µM (doses to about 130 µM), without a hit: at the highest dose activity change, negative = inhibition, actives largely listed as inhibitors | 0.28% of 350,000 active | Q9NUW8 | recombinant TDP1, AlphaScreen DNA substrate cleavage; also: nearly all actives have a fitted effect of over 40% in size
Target sequence (Q9NUW8 whole entry, looked up): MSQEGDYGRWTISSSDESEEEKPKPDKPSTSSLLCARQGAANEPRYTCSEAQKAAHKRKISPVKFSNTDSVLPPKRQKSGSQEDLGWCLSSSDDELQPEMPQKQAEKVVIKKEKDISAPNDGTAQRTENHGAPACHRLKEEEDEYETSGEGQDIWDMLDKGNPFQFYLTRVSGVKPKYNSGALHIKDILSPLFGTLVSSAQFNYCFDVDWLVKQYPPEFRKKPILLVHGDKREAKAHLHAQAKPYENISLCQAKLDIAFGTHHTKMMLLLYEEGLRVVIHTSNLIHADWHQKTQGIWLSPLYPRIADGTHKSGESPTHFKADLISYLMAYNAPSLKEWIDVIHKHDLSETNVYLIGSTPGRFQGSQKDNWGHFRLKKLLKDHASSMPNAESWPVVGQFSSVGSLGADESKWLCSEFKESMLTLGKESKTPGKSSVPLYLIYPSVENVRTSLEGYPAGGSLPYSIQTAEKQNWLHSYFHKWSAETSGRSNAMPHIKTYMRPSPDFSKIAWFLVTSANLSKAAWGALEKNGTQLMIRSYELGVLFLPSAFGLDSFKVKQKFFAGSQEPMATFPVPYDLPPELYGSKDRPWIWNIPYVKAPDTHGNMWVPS
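Steps: enzyme plus compound, 15 min RT; add biotin/phosphotyrosine-FITC oligonucleotide (15 nM final), react 5 min; add donor/acceptor beads (10 ug/ml final), 10 min; read AlphaScreen. Tdp1 at 1 nM final.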
* = called active by the depositor; ? = inconclusive; . = no result given; & = joins results of further samples; [ ] = dose if it differs, or a comment. Calls follow the shape of the dose curve; as a rule, active = well fitted curve in the direction sought with a large enough effect; inconclusive = small, poorly fitted or top-dose-only effect, or another doubt; inactive = no such curve, though single readings can be large; an effect the other way counts as inactive or inconclusive. Unless noted, % is scaled to controls: 0 for no effect and ±100 for the full control effect; potency is read from the fitted curve at half-maximal effect. This is a subset; rates above refer to the full screens.

SMILES | TDP1 cell noCPT | N370S GC | TDP1 inh
O=C(CNC(=O)c1cccs1)NCCN1CCN(c2ccccc2F)CC1 | -16.9% | 5.3% | -7.8%
CN(Cc1ccccc1)C(=O)c1ccc2c(c1)OCCO2 | ? | -2.7% | 4.2%
O=C1CC(c2ccc(O)c(O)c2)Oc2c1ccc(O)c2O (stereo not given) | -2.2% | -5.7% | .
COc1ccc(C(OC(=O)c2cccs2)C(=O)NCC2CCCO2)cc1 (stereo not given) | -2.1% | 3.5% | 8.3%
C/C(N)=C(/C#N)C(=O)COC(=O)Cc1coc2cc(C)ccc12 | 1.4% | -7.2% | .
CC(C)CC(C(=O)O)N(Cc1ccccc1)Cc1ccccc1 (stereo not given) | ? | 20.9% | -2.2%
Cn1c(SCCN2CCCC2)nnc1C1CCN(S(=O)(=O)c2ccc(F)cc2)CC1 | -24.3% | -18.8% | 3.8%
CC(C1CCN(Cc2nc(C3CC3)no2)CC1)N1CCOCC1 (stereo not given) | 7.4% | -11.6% | -1.2%
O=C(CN(C(=O)CNS(=O)(=O)c1ccccc1)C1CCCC1)NCc1ccco1 | -12.0% | 4.6% | 4.0%
COc1ccc(-c2cc(C(F)(F)F)c3c(=O)n(-c4ccccc4)[nH]c3n2)cc1 | ? | -9.7% | -2.0%
Cc1ccc(OCc2cc(C(=O)NCC(C)(C)N3CCOCC3)no2)cc1C | ? | 0.5% | 6.0%
O=C(c1ccc2ccccc2c1)N1CCN(c2ccccc2)CC1 | -21.2% | 4.2% | 2.0%
O=C1c2ccccc2C(=O)N1C1CCCCC1 | 3.2% | -2.5% | 0.9%&3.2%
O=C(O)c1cc(S(=O)(=O)N2CCCC2)ccc1Br | 14.5% | 2.1%[2.35 µM] | -4.0%
CC(C)CN(C(=O)COC(=O)c1cc2ccccc2oc1=O)C1CCS(=O)(=O)C1 (stereo not given) | . | -7.6% | 4.1%
NC(=O)C1(NC(=O)[C@@H]2CC3(CC(c4cccc(NC(=O)[C@@H]5CCC(=O)N5)c4)=NO3)CN2C(=O)Cc2ccc(C(F)(F)F)cc2)CC1 (stereo not given in full) | 7.9% | 4.2% | 3.9%
COc1cccc2cc(C(=O)Nc3ccccc3Cl)/c(=N/NS(=O)(=O)c3ccccc3)oc12 | 13.1% | 3.0% | 3.0%
COc1ccc(Nc2nc3ccccc3s2)cc1 | 4.2% | 16.5% | 7.6%
CCCC(C)NC(=O)CN1C(=O)NC2(CCc3ccccc32)C1=O (stereo not given) | 10.3% | -1.3% | -0.2%
Cc1c(C)n(CCc2c[nH]c3ccccc23)ccc1=O | -13.4% | -6.1% | 4.8%
Cc1ccc(C(=O)N2CCC(N3CCN(Cc4ccc(F)cc4)C(=O)C3=O)CC2)cc1 | -9.9% | . | 7.9%
CCc1cccc(NS(=O)(=O)c2c(C)n[nH]c2C)c1 | -6.4% | -18.1% | 0.0%
CC(C)(C)n1nc2c(c1NC(=O)COc1ccc(Cl)cc1)CS(=O)(=O)C2 | 3.1% | 0.9% | 2.5%
Cc1oc2ccc(O)c(CN3CCOCC3)c2c1C(=O)Nc1cccc(Cl)c1C | ? | . | 2.5%
CCn1c(C(O)c2ccccc2)nc2ccccc21 (stereo not given) | -8.7% | 3.0% | 2.1%
Cc1[nH]c2ccccc2c1N=Nc1c(C)n(C)n(-c2ccccc2)c1=O | ? | 2.5% | 5.9%
CC(C)CCN1C(=O)c2ccc(C(=O)Nc3ccccc3C(=O)O)cc2C1=O | 2.9% | -1.0% | .
CCCC(=O)Nc1ccc(Br)cn1 | -0.6% | -2.0% | 4.0%
COc1ccc(CNC(=O)c2ccc3nc(CCc4ccccc4)oc3c2)c(OC)c1 | ? | . | 8.9%
O=P(c1ccccc1)(c1ccccc1)C(O)c1ccc(Br)cc1 (stereo not given) | ? | -15.3% | .
Cc1c(C(=O)N2CCCc3ccccc32)oc2ccc(S(=O)(=O)N3CCOCC3)cc12 | 11.2µM* | -9.5% | 2.0%
Cc1ccc(-c2cc(C(=O)NCc3cccs3)no2)cc1 | -11.4% | 1.8% | 2.3%
O=C(COC(=O)CCC(=O)c1ccc(Cl)cc1)NCC1CCCO1 (stereo not given) | -12.3% | -3.9% | 5.8%
CC(C)(C)OC(=O)C[C@@H]1C/C=C\C[C@H](CC(=O)N(CCO)Cc2ccccc2)C(=O)N[C@H](Cc2ccccc2)COC1=O | 23.1µM* | . | -1.0%
COCCCNC(=O)C1CC(=O)N(c2ccc(C)cc2)C1 (stereo not given) | -14.8% | 4.9% | -1.9%
O=C(NC1CCCCC1)C1CC(=O)N(c2ccc(Cl)cc2)C1 (stereo not given) | 2.4% | 4.3% | 1.2%
O=C(NCc1cccnc1)C(=O)Nc1nc(-c2ccccc2)cs1 | -16.2% | -1.3% | .
Cc1ccc(NC(=O)Cn2cccc2)c(C)c1 | -2.1% | ? | 5.6%
CCOc1cccc(OCCOc2ccc(C(=O)c3ccccc3)cc2)c1 | ? | 3.3% | -9.5%
Cc1cc(C)c2cc(C#N)c(SCC(=O)Nc3ccc4c(c3)OCO4)nc2c1 | 3.4% | -2.3% | .
CCOc1cc(N2CCOCC2)c(OCC)cc1NC(=O)CN1C(=O)NC2(CCCCCCC2)C1=O | -14.0% | -0.7% | 0.0%
C/C(=N\S(=O)(=O)c1ccc(C)cc1)N(C)C | -5.2% | 3.5% | 1.3%
O=C(Nc1ccc(Br)cc1)c1ccco1 | ? | 4.8% | 2.9%
Cc1ccc(C2=NN(CC(=O)NCCN(C)C)C(=O)CC2)cc1 | -22.5% | -6.8% | .
CCOC(=O)N1CCC2(CC1)OC(=O)C(C)=C2C(=O)NCc1ccccc1OC | ? | . | 5.0%
CCCOc1ccc(CC(CC(=O)O)(C(=O)O)C(=O)O)cc1 | -2.4% | 7.7% | 6.1%
O=C(NCc1ccncc1)c1cccc(F)c1 | -2.8% | 3.8% | 4.1%
NS(=O)(=O)c1ccc(N/N=C/c2ccc(C(=O)O)cc2)c([N+](=O)[O-])c1 | 15.8% | 0.0% | -1.4%
COC(=O)CC1C(=O)NCCN1C(=O)CSc1nnnn1-c1ccc(OC)cc1 (stereo not given) | 3.8% | 11.1% | 0.0%
O=C(Nc1ccc(OC(F)F)c(Cl)c1)C(c1ccccc1)c1ccccc1 | 18.4µM* | 4.1% | 5.3%
Cn1c(C(=O)N2CCN(c3ccc(F)cc3)CC2)cc2ccccc21 | ? | -2.7% | .
O=C(NCC(c1cccs1)N1CCOCC1)c1ccccc1NS(=O)(=O)c1ccc(Cl)c([N+](=O)[O-])c1 (stereo not given) | ? | ? | 2.7%
CCCOc1ccc(CNC(=O)c2ccc3c(c2)N(Cc2ccccc2)CCS3)cc1 | 18.4µM* | . | -1.0%
Cc1ccc(Nc2ccc(C(N)=O)cc2[N+](=O)[O-])cc1C | ? | 13.1% | 2.7%
C=CCC1(CC=C)CCCN1C(=O)CC1C(=O)NCCN1Cc1cccc(OC)c1OC (stereo not given) | ? | -6.6% | -5.1%
O=C(O)c1ccc(Cl)c2c1C1C=CCC1C(c1ccccn1)N2 (stereo not given) | . | -14.2% | ?
C=C1CC(C(=O)N/N=C/c2ccc(O)cc2)C1 | ? | -14.3% | 6.3%
COc1cccc(-n2cc(C(=O)Oc3ccc(F)cc3)c3ccccc3c2=O)c1 | ? | . | 3.3%
O=C(/C=C/c1ccccc1)OCC(=O)N1CCCC1 | 15.3% | . | -0.3%
Cc1ccc(C)c(S(=O)(=O)Nc2ccccc2C(=O)Nc2cc(C)on2)c1 | ? | -11.4% | -2.0%

Filtered by structure: the compounds so far containing an aryl methoxy group
SMILES | TDP1 cell noCPT | N370S GC | TDP1 inh
COc1ccc(C(OC(=O)c2cccs2)C(=O)NCC2CCCO2)cc1 (stereo not given) | -2.1% | 3.5% | 8.3%
COc1ccc(-c2cc(C(F)(F)F)c3c(=O)n(-c4ccccc4)[nH]c3n2)cc1 | ? | -9.7% | -2.0%
COc1cccc2cc(C(=O)Nc3ccccc3Cl)/c(=N/NS(=O)(=O)c3ccccc3)oc12 | 13.1% | 3.0% | 3.0%
COc1ccc(Nc2nc3ccccc3s2)cc1 | 4.2% | 16.5% | 7.6%
COc1ccc(CNC(=O)c2ccc3nc(CCc4ccccc4)oc3c2)c(OC)c1 | ? | . | 8.9%
CCOC(=O)N1CCC2(CC1)OC(=O)C(C)=C2C(=O)NCc1ccccc1OC | ? | . | 5.0%
COC(=O)CC1C(=O)NCCN1C(=O)CSc1nnnn1-c1ccc(OC)cc1 (stereo not given) | 3.8% | 11.1% | 0.0%
C=CCC1(CC=C)CCCN1C(=O)CC1C(=O)NCCN1Cc1cccc(OC)c1OC (stereo not given) | ? | -6.6% | -5.1%
COc1cccc(-n2cc(C(=O)Oc3ccc(F)cc3)c3ccccc3c2=O)c1 | ? | . | 3.3%

New compounds follow
Order of results: TDP1 cell noCPT, N370S GC, TDP1 inh
Cn1c(SCC(N)=O)nnc1-c1ccccc1
  -5.4%, -16.6%, 1.0%
COc1ccccc1C(=O)NC(CCSC)C(=O)NNC(=O)C(C)Oc1ccccc1F (stereo not given)
  ?, ., 1.1%
COCCCNC(=O)C[C@H]1C[C@H](C(=O)N2CCOCC2)[C@@]2(CCC3CCCC3)c3[nH]c4cc(-c5ccco5)ccc4c3CCN2C1=O
  ?, ., 4.5%[56.1 µM]
O=[N+]([O-])c1ccccc1/C=N/NC1=NCCCCC1
  ?, 7.2%, 0.0%
O=S(=O)(CC12C3C4C5C1C2C(Br)(C43)C51OCCO1)c1ccccc1 (stereo not given)
  -27.2%, -15.6%, 2.8%
CCN1CCN(C(=O)c2c(-c3ccccc3)noc2C)CC1
  -3.7%, 1.2%, .
CCc1ccccc1N(C)C(=O)Cc1c(C(=O)O)c(C)cn1C
  -11.8%, ., 1.5%
CC(NC(=O)COc1ccccc1)C(=O)NCc1ccc(S(N)(=O)=O)cc1 (stereo not given)
  -6.0%, ., -3.4%
O=C1CC(c2nc(-c3ccc(Cl)cc3)no2)CN1c1ccc2c(c1)OCCO2 (stereo not given)
  -26.9%, ., 5.8%
COc1ccc(/C=C/c2c(-c3cccc(C)c3)oc3ccc(-c4ccc5c(c4)OCO5)cc23)cc1
  -6.6%, -9.0%, .
COc1ccc(-n2c(=S)[nH]c3cc(C(=O)NCCCN4CCCC4=O)ccc3c2=O)cc1OC
  -3.1%, -3.2%, 6.0%
CCS(=O)(=O)C1=NSC2=NC(=O)/C(=C\c3cc(C)n(-c4cccc(OC)c4)c3C)C(=N)N21
  -2.5%, 0.6%, 2.5%
CCCC1CCC(=NNC(=O)OC(C)(C)C)CC1 (stereo not given)
  19.0%, 7.3%, 3.2%
CCc1ccc(NC(=O)C(=O)N/N=C(\C)CC(=O)Nc2ccc(OC)cc2)cc1
  -25.9%, -7.4%, -1.8%
COc1ccc(C2/C(=C(/O)c3ccc(Br)cc3)C(=O)C(=O)N2C)cc1OC (stereo not given)
  -0.8%, -2.7%, 2.8%
COc1ccc(CCC(C)NCC2CCCCC2)cc1 (stereo not given)
  18.4µM*, 14.4%, 0.0%
CC(=O)c1ccc(OCC(=O)OCc2cc(-c3ccco3)on2)cc1
  -2.4%, ., -2.6%[56.1 µM]
O=C1COC(c2ccccc2)=CN1Cc1ccccc1
  -11.0%, -4.3%, 8.4%
Cc1[nH]c2ccc(C(=O)NCC(C)(C)N3CCOCC3)cc2c1C
  -2.9%, ?, 0.0%
O=C(COC(=O)c1cc(S(=O)(=O)N2CCCCC2)ccc1N1CCOCC1)NC1CCCCC1
  -18.9%, 10.6%, 4.0%
COc1cc(-c2nc3nc[nH]n3c2Nc2ccc(C(C)C)cc2)ccc1O
  7.31µM*, ., 5.5%
O=C(NCCc1ccccc1)C(c1cccs1)N(C(=O)c1csnn1)C1CC1 (stereo not given)
  -28.4%, -7.4%, 2.9%
COc1ccc(-c2nnn(CC(=O)N(CCCN3CCOCC3)C(C(=O)NC3CCCC3)c3ccc(C)o3)n2)cc1 (stereo not given)
  -13.8%, 9.8%, 2.5%
O=C(COC(=O)c1ccc2ncsc2c1)Nc1ncc(Cl)cc1Cl
  -15.5%, -8.1%, .
COCCn1c(SCC(=O)Nc2ccc3[nH]c(=O)[nH]c3c2)nc2ccccc2c1=O
  -10.4%, ?, 1.2%
COc1ccc(C2CC(c3cccs3)Nc3nnnn32)cc1 (stereo not given)
  -13.6%, -17.3%, 2.5%
COc1ccc(-c2nc(/C=C3\C(C)=Nc4ccccc43)c(O)o2)cc1
  11.6µM*, 2.0%, 8.0%
